High-throughput results deposited in PubChem BioAssay by several laboratories.
TNAP inh hi DEA = TNAP (human) inhibition, high acceptor | actives 0.03% (n = 200,000) | purified TNAP, CDP-star luminescence, 1 M DEA | AID 1135 | inhibition, % at 20 µM;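 active means over 50% inhibition of tissue-nonspecific alkaline phosphatase at 20 µM in the single-dose screen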;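 further: plate controls were DMSO wells for no effect and EDTA-quenched wells as full inhibition for full effect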
Target sequence (P05186 whole entry, looked up): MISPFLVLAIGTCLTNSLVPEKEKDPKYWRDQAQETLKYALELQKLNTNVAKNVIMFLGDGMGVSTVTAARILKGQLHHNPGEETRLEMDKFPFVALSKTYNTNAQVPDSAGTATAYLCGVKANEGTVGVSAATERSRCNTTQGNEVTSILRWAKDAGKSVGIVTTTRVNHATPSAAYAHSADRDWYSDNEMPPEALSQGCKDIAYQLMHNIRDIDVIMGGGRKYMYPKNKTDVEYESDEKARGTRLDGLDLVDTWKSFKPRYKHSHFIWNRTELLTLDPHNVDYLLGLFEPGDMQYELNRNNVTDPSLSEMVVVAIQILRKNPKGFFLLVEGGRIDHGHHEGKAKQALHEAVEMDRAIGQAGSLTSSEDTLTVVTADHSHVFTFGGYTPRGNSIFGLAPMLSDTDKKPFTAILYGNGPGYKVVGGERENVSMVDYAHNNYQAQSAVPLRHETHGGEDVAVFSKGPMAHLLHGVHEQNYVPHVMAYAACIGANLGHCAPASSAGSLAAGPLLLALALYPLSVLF
bIAP act = increases bovine intestinal alkaline phosphatase activity; activation factor at 20 µM; purified bovine IAP, CDP-star luminescence, 30 min; hits give high values; fold of DMSO-control signal, blank-subtracted; actives 0.17% (n = 200,000);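 active means activation factor of 2 or more at 20 µM, a signal rise over negative controls twice the positive control's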
PMI act satM6P = increases human PMI activity with near-saturating mannose 6-phosphate. P34949. coupled PMI enzyme assay, resazurin fluorescence, 20 min; hits give high values; 1 = untreated enzyme, 0 = substrate-free blank. activation factor at 20 µM. actives 0.34% (n = 190,000);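 active means activation factor of 2 or more at 20 µM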
Target sequence (P34949 whole entry, looked up): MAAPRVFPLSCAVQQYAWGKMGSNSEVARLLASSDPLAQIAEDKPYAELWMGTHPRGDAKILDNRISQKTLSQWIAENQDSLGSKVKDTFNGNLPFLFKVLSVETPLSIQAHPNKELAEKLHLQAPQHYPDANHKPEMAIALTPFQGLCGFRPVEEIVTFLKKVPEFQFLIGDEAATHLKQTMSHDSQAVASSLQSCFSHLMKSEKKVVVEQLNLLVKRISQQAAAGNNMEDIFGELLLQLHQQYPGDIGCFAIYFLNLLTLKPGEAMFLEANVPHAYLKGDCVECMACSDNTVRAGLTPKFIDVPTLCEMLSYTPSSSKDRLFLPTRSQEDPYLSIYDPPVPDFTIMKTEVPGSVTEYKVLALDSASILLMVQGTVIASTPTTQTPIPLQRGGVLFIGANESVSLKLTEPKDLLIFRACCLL
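Material: human phosphomannose isomerase with PGI, G6PDH, diaphorase coupling enzymes. Quantity: 15 ng/mL PMI. Medium: HEPES pH 7.4 buffer with MgCl2 and Tween-20. Reagent: Near-saturating mannose-6-phosphate, 1.0 mM. Compound: 20 µM single dose. Times: enzyme reaction with compound 20 min at room temperature. Detection: resorufin fluorescence at Ex 544/Em 590 nm.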
PMI act = phosphomannose isomerase (human) activation; P34949; actives 0.005% (n = 190,000); AID 1214; purified human PMI, coupled resazurin fluorescence, 20 min; hits give high values; 1 = vehicle control, 0 substrate-free wells; activation factor at 20 µM;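 active means activation factor of 2 or more at 20 µM, relative to plate controls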
Lmaj promast = reduces viability of Leishmania major promastigotes | resazurin fluorescence viability | actives 9% (n = 200,000) | inhibition, % at 10 µM | AID 1063; in the data active means inhibition above about 50%;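 further: promastigotes grown with compound for 44 hours at 28 °C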
TNAP act hiacc = activators of human TNAP at high phosphate acceptor concentration | 200,000 tested, under 10 active | AID 1136 | activation factor at 20 µM | P05186 | purified TNAP, CDP-star luminescence, 1 M DEA, 30 min; hits give high values; 0 = EDTA background, 1 = DMSO-only activity;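 active means activation factor at least 2 at 20 µM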
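Dosing: 20 µM single point. System: human TNAP. Amount: TNAP 1/800 final. Incubation: 30 min, room temperature. Read-out: TNAP activation factor scaled between EDTA and DMSO control wells. Signal: luminescence from CDP-star hydrolysis. Medium: 1 M DEA, pH 9.8, Mg2+, Zn2+. Control set: EDTA negative control, DMSO positive control.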
Diaph act CS = activates diaphorase or chemically reduces, flagging diaphorase assay artifacts. Diaphorase/resazurin coupled assay, resorufin fluorescence, 16 min; hits give high values; 1 = vehicle wells, 0 = NADH-free wells. actives 0.005% (n = 190,000). activation factor at 20 µM;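 active means diaphorase activity raised at least twofold by the compound at 20 µM; inactive means activation factor below 2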
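test system = bacterial diaphorase enzyme (C. kluyveri) | quantity = enzyme 0.07 U/mL final | reagent = NADH substrate 0.114 mM plus resazurin dye 0.1 mM, final | incubation = 16 min enzyme reaction, ambient temperature | buffer or medium = HEPES pH 7.4 buffer with MgCl2 and Tween 20 | signal = fluorescence of resorufin, 544 nm excitation, 590 nm emission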
bIAP inhibitor = blocks bovine intestinal alkaline phosphatase activity. purified bovine IAP, CDP-star luminescence, 30 min. inhibition, % at 20 µM. 190,000 tested, under 10 active;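 active means over 50% inhibition of intestinal alkaline phosphatase at 20 µM in the single-dose screen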
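System: purified bovine intestinal alkaline phosphatase (IAP) enzyme; Input: IAP diluted 1/65,000,000 in the well; Measured by: CDP-star luminescence signal; Compound dosing: 20 µM single dose; Incubation: 30 min reaction at room temperature.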
TNAP inh noacc = inhibitors of human TNAP without phosphate acceptor. purified TNAP, CDP-star luminescence, 30 min. inhibition, % at 20 µM. actives 0.26% (n = 200,000);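 active means tissue-nonspecific alkaline phosphatase inhibition above about 50% at 20 µM in the single-dose screen, limit read from the data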;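 further: 0% = DMSO negative control and 100% = EDTA positive control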
Diaph inh CS = counter-screen for diaphorase-based assays: diaphorase inhibitors and chemical oxidizers; diaphorase resazurin-to-resorufin fluorescence, NADH, 16 min; bacterial (C. kluyveri) enzyme, not human; inhibition, % at 20 µM; actives 0.69% (n = 190,000); AID 1217;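 active means primary screen inhibition at 20 µM above a set limit, cut at about 50% in these data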;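 further: plate controls were DMSO with full reaction for no effect and wells lacking NADH for full effect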
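Assay system: diaphorase enzyme from Clostridium kluyveri. Quantity: enzyme working solution with 0.14 U/mL diaphorase. Schedule: reaction incubation of 16 min at room temperature. Technique: resorufin fluorescence, excitation 544 nm, emission 590 nm. Controls: No-NADH positive control and DMSO neutral control.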
* = called active by the depositor.

structure | TNAP inh hi DEA | bIAP act | PMI act satM6P | PMI act | Lmaj promast | TNAP act hiacc | Diaph act CS | bIAP inhibitor | TNAP inh noacc | Diaph inh CS
O=C(COC(=O)C1(c2ccccc2F)CCCC1)Nc1ncc(C(F)(F)F)cc1Cl | 1 | 1 | 0.9 | 1 | 6 | 1 | 0.9 | 0 | -2 | 11
CCOc1ccccc1NC(=O)C(CC(C)C)NC(=O)C1CCCCC1 (configuration not stated) | -4 | 0.9 | 1.1 | 1.1 | 30 | 1 | 1 | 9 | -16 | 4
Cc1cc(C)nc(CC(N)=O)n1 | -3 | 0.9 | 0.9 | 0.9 | -1 | 1 | 0.9 | 9 | -16 | 14
CCC(c1c(C)[nH]oc1=O)c1c(C)[nH]oc1=O | -3 | 0.9 | 1.8 | 1.5 | -1 | 1 | 1 | 7 | -16 | 3
O=C1CC(NCC2CCCO2)C(=O)N1c1ccc(Cl)cc1 (configuration not stated) | -2 | 1.1 | 0.9 | 1 | 7 | 1 | 0.9 | -10 | -12 | 7
COCCCNC(=O)/C(C#N)=C/c1cccc(NC(=O)c2ccccc2Cl)c1 | 1 | 0.9 | 1.1 | 1 | 75* | 1 | 0.9 | 8 | -6 | 8
CCC(C)NC(=O)CSC1=Nc2ccccc2C2=NC(c3ccccc3)C(=O)N12 (configuration not stated) | -5 | 1 | 1.1 | 1.1 | 13 | 1.1 | 0.9 | 0 | -4 | 8
COc1ccc(C(O)(CCc2ccccc2)CCN2CCCCC2)cc1 (configuration not stated) | -4 | 1.1 | 1 | 1 | 16 | 1 | 1 | -7 | -12 | -2
COC(=O)Nc1c(C)nn(Cc2ccccc2C)c1C | -1 | 1 | 1 | 1 | -7 | 1 | 1 | 3 | -2 | 4
O=C(O)CSc1nccn1-c1cccc(Cl)c1 | -10 | 1 | 1 | 0.9 | -6 | 1.1 | 0.9 | -3 | -15 | 13
OCCCNc1nc(-c2ccc(Br)cc2)nnc1-c1ccc(Cl)cc1 | 1 | 0.9 | 0.9 | 0.9 | 1 | 1 | 0.8 | 7 | -14 | 21
Cc1[nH]c2ccccc2c1-c1nc(-c2ccc(Cl)cc2)nnc1-c1ccccc1 | -4 | 0.8 | 1 | 1 | -4 | 1 | 1 | 21 | -9 | 4
Cc1c(NC(=O)Cn2cc([N+](=O)[O-])cn2)c(=O)n(-c2ccccc2)n1C | -4 | 1.2 | 1 | 1 | 5 | 1 | 1.1 | -15 | -11 | -8
Cc1nn(C(C)C(=O)O)c(=O)c2c1sc1ccccc12 (configuration not stated) | -4 | 1 | 1 | 1.1 | 1 | 1 | 1 | -3 | 0 | -5
COc1ccc(NC(=S)NC2CC3CCC(C2)N3Cc2ccco2)cc1 (configuration not stated) | -3 | 0.9 | 1.1 | 1 | 42 | 1 | 1.1 | 8 | 2 | -11
COc1ccccc1N1C(=O)N(C(C)=O)C2C1Nc1ccccc1N2C (configuration not stated) | -2 | 0.9 | 0.6 | 0.9 | 3 | 1 | 0.8 | 7 | -8 | 16
CCOC(=O)N1N=C(C)CC1(O)c1ccccc1 (configuration not stated) | -2 | 1 | 1.1 | 0.9 | -3 | 1 | 1 | -3 | -12 | -3
S=C(Nc1ccc2nsnc2c1)NC1CCCCC1 | -8 | 1 | 1.1 | 1.1 | 82* | 1.1 | 0.6 | -2 | 6 | 41
CCOC(=O)N1CCN(CC(O)COCc2cc(OC)c(OC)c(OC)c2)CC1 (configuration not stated) | -4 | 1.3 | 0.9 | 1.1 | 7 | 1 | 0.8 | -30 | -6 | 17
O=C(C1CC1)N1CCc2cc(S(=O)(=O)N(CCO)Cc3ccccc3)ccc21 | 0 | 1 | 1 | 1 | -3 | 1 | 0.9 | -1 | -5 | 7
CC(C)N1C(=S)SC(C)(C)C1n1oc(=O)n(-c2ccc(Cl)c(Cl)c2)c1=O (configuration not stated) | 1 | 1 | 0.9 | 0.9 | 34 | 1 | 0.8 | 4 | -2 | 22
CC1CCCC(C)N1CCNC(=O)C1CCN(S(=O)(=O)N2CCCCC2)CC1 (configuration not stated) | -6 | 1.1 | 0.8 | 0.8 | 8 | 1.1 | 0.8 | -15 | -15 | 22
NS(=O)(=O)c1ccc(NN=C2CCN(Cc3ccccc3)CC2)c([N+](=O)[O-])c1 | 8 | 0.9 | 1 | 1 | -2 | 0.9 | 1.1 | 10 | 19 | -12
Cn1cnnc1SCC(=O)Nc1cc(C(F)(F)F)ccc1N1CCOCC1 | 0 | 1 | 1 | 1 | -4 | 1 | 1 | -4 | -5 | -3
O=C(CCn1c(=O)[nH]c2ccccc2c1=O)Nc1ccccc1 | -6 | 0.9 | 1.2 | 1.2 | 2 | 1.1 | 1 | 6 | -3 | -2
O=C(COc1ccc2ccccc2c1)NCCn1ccc2ccccc21 | -4 | 0.9 | 0.7 | 0.8 | -6 | 1 | 0.7 | 10 | 4 | 28
C/C(=C\c1ccccc1)C(=O)NC1CCSC1=O (configuration not stated) | 3 | 0.9 | 1.1 | 1 | -7 | 1 | 0.9 | 6 | -4 | 8
O=C(CSc1nccn1-c1ccc(F)cc1)Nc1ccc2c(c1)OCO2 | -5 | 1 | 1 | 0.8 | -3 | 1 | 1 | 4 | -6 | 2
COC(=O)c1ccccc1NC(=O)NCc1ccncc1 | 1 | 1.1 | 1.1 | 1.1 | 9 | 1 | 1 | -8 | -2 | 0
Cc1ccc(C)n1CCN1CCN(CC(=O)Nc2cc(C(F)(F)F)ccc2Cl)CC1 | -5 | 1.2 | 1 | 1 | 0 | 1.1 | 1 | -16 | -10 | -2
COc1cc(NS(=O)(=O)c2ccc(NC(=O)COc3ccc(C)cc3C)cc2)nc(OC)n1 | 0 | 0.9 | 0.9 | 0.9 | -4 | 1 | 0.9 | 10 | -6 | 9
CC(C)COC(=O)C1C2C=CC3(CN(C4CCCC4)C(=O)C13)O2 (configuration not stated) | -5 | 0.9 | 0.9 | 0.9 | -6 | 1 | 0.8 | 12 | -2 | 16
COc1ccc(OCCn2c(=O)sc3ccccc32)cc1 | -8 | 0.8 | 1 | 1 | -1 | 1.1 | 0.9 | 17 | -13 | 10
Cc1ccc(-c2nn3nnnc3c3ccccc23)cc1 | -9 | 0.9 | 1 | 1.1 | -4 | 1.1 | 1 | 13 | -2 | 4
CCN(CC)CCOC(=O)C1c2ccccc2Oc2ccccc21 | 1 | 1 | 1.1 | 1.1 | 0 | 1 | 1 | 3 | 2 | 2
CCOC(=O)CSc1nnc2n1C(C)(C)Cc1ccccc1-2 | -1 | 0.9 | 1 | 1.1 | -7 | 1 | 1 | 5 | -2 | -4
Cc1ccc(-c2cc(C(=O)NCc3ccco3)c3ccccc3n2)s1 | -2 | 1 | 1.1 | 1.1 | 1 | 1 | 1 | 2 | -9 | 2
COC(=O)Nc1ccc(Cn2cc(C(F)(F)F)ccc2=O)cc1 | -5 | 1.1 | 1 | 1.2 | -3 | 1 | 1.1 | -6 | -2 | -15
O=C(Cc1ccc(Br)cc1)Nc1ccccc1Sc1ccccc1 | 0 | 0.8 | 0.8 | 0.8 | 11 | 1 | 0.8 | 20 | -5 | 20
COc1cc(CNCc2ccccn2)ccc1OCc1ccc(Cl)cc1Cl | -9 | 2.7* | 1 | 0.9 | 99* | 1.1 | 1.2 | -174 | -39 | -20

Random excerpt: three compounds from above, in no set order.
structure | TNAP inh hi DEA | bIAP act | PMI act satM6P | PMI act | Lmaj promast | TNAP act hiacc | Diaph act CS | bIAP inhibitor | TNAP inh noacc | Diaph inh CS
COc1cc(CNCc2ccccn2)ccc1OCc1ccc(Cl)cc1Cl | -9 | 2.7* | 1 | 0.9 | 99* | 1.1 | 1.2 | -174 | -39 | -20
Cc1ccc(-c2nn3nnnc3c3ccccc23)cc1 | -9 | 0.9 | 1 | 1.1 | -4 | 1.1 | 1 | 13 | -2 | 4
COc1ccc(OCCn2c(=O)sc3ccccc32)cc1 | -8 | 0.8 | 1 | 1 | -1 | 1.1 | 0.9 | 17 | -13 | 10

(listing goes on)
structure | TNAP inh hi DEA | bIAP act | PMI act satM6P | PMI act | Lmaj promast | TNAP act hiacc | Diaph act CS | bIAP inhibitor | TNAP inh noacc | Diaph inh CS
CCOC(=O)C(Cc1ccccc1)NC(=O)CNC(=O)CNC(=O)OCc1ccccc1 (configuration not stated) | 4 | 1.4 | 1 | 0.9 | 26 | 1 | 0.9 | -44 | -10 | 8
Cn1cc(C(=O)N/N=C/C=C/c2ccccc2)ccc1=O | -3 | 1 | 0.8 | 0.8 | 36 | 1 | 0.8 | 2 | -111 | 22
CCn1c(=O)n(CC(=O)Nc2cc(OC)c(OC)c(OC)c2)c(=O)c2ccccc21 | -2 | 1 | 0.9 | 1 | -7 | 1 | 0.9 | 4 | -9 | 12
Cc1cccc(C(=O)O/N=C/c2ccc(Br)cc2)c1 | -4 | 0.6 | 1 | 1 | -6 | 1 | 0.9 | 44 | -13 | 13
O=C(COC(=O)/C=C/c1cccc(Cl)c1)Nc1ccccc1-c1ccccc1 | -4 | 1 | 0.9 | 0.9 | -3 | 1 | 0.8 | 0 | -8 | 23
O=C(NCCCN1CCOCC1)C1CC(=O)N(C2CCCCC2)C1 (configuration not stated) | -2 | 1 | 1.1 | 1 | -5 | 1 | 1 | 5 | -7 | 2
Cc1cc(C)n(C(=O)c2ccc(Cl)c(F)c2F)n1 | -2 | 1 | 1 | 1 | -4 | 1 | 1.1 | 4 | -5 | -8
COc1ccc(Cc2n[nH]c(=S)o2)cc1 | 1 | 1.2 | 1 | 1.1 | -5 | 1 | 1 | -16 | 6 | 1
CCN(CC)S(=O)(=O)c1ccc(Cl)c(NC(=O)COc2ccc(OC)cc2[N+](=O)[O-])c1 | -4 | 0.9 | 1 | 1.1 | 8 | 1 | 1 | 6 | -12 | 0
CCOC(=O)c1sc(NC(=O)CSc2nnc(C(C)C)n2C)nc1C | -2 | 0.7 | 1.1 | 1.1 | -2 | 1 | 1 | 26 | -11 | 5

As entered above:
In TNAP inh noacc, `O=C(NCCCN1CCOCC1)C1CC(=O)N(C2CCCCC2)C1` (configuration not stated) is listed with -7
In TNAP act hiacc, `CCOC(=O)c1sc(NC(=O)CSc2nnc(C(C)C)n2C)nc1C` is listed with 1

The order is random, and some 10% of all compounds hit somewhere here.
